# Gal4-VP16 FLuc = Gal4-VP16 reporter inhibition counter-screen; Drosophila S2 Gal4-VP16 UAS-luciferase, luminescence, 20 h; Potency, µM (doses to about 53.6 µM), inactives show top-dose activity, negative = inhibition, usual class: inhibitors; 3.5% of 310,000 active; AID 2546;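 also: Gal4-VP16 expression switched on by copper sulfate through the metallothionein promoter; potency is read from the fitted curve at half-maximal effect; % is scaled to controls: 0 for no effect and ±100 for the full control effect; nearly all actives have a fitted effect of over 50% in size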
# FBPA coupling cs = counter-screen for Giardia aldolase inhibitors: coupling enzyme system | activity change, negative = inhibition, % at 58.2 µM, hits read low | 0.67% of 290,000 active | coupling enzyme system counterscreen, AmpLite Red fluorescence; in the data active = activity change below about -30%; also: % is scaled to controls: 0 for no effect and ±100 for the full control effect
#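 Activity here indicates interference with the coupling reaction, not aldolase inhibition. Compounds at 57.5 uM final met coupling enzymes for 10 min at RT; substrate and AmpLite Red detection followed, with a 525/598 nm fluorescence read after 20 min.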
# Tb PFK block = T. brucei PFK enzyme inhibition. 0.17% of 330,000 active. T. brucei PFK, ADP-Glo luminescence. Potency, µM (highest dose often 57.5 µM), for the others: at the highest dose activity, negative = inhibition, hits mostly inhibitors;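 also: potency is read from the fitted curve at half-maximal effect; 0% = uninhibited 1x PFK enzyme wells and -100% = no-enzyme wells; nearly all actives have a fitted effect of over 60% in size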
# Target sequence (O15648 whole entry, looked up): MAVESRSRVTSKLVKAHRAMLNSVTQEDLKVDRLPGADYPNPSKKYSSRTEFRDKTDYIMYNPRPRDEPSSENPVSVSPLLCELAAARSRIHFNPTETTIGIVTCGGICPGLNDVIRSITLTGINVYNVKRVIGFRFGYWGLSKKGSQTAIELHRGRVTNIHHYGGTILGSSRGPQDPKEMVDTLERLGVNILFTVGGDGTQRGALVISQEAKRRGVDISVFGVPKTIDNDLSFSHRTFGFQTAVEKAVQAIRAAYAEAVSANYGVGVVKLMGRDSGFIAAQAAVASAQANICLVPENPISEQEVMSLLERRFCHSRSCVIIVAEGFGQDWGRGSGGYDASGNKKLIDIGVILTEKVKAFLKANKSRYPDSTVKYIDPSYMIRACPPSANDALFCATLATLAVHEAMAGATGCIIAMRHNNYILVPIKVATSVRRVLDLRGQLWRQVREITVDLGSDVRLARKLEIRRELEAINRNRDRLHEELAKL
#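 ADP-Glo luminescence quantified ADP after 45 min at room temperature, with 1.25 nM T. brucei PFK, 0.1 mM ATP and 0.5 mM fructose-6-phosphate in pH 8.0 TEA buffer. qHTS titrations up to 57 µM; curves classified by quality.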
# Giardia killer = Giardia lamblia killing | AID 540267 | activity change, % at 7.66 µM, hits read low | Giardia lamblia trophozoite viability | 0.15% of 340,000 active; in the data active = activity change below about -80%; inconclusive = between about -30% and that limit;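 also: parasites exposed to compound for two days anaerobically before the ATP read; % is scaled to controls: 0 for no effect and ±100 for the full control effect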
#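 Giardia lamblia trophozoites (100 cells/well) were incubated with compounds for 48 h at 37 deg C under anaerobic conditions. Viability was read as ATP content by one-step luminescence after 15-30 min at room temperature.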
# NPC1 promoter act = NPC1 promoter activation; Huh7 NPC1 promoter luciferase reporter, 24 h; Potency, µM (top dose mostly 9.22 µM), for the others: at the highest dose activation, most hits filed as activators; 2.4% of 320,000 active; AID 485313;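 also: potency is read from the fitted curve at half-maximal effect; % of control where 0% means no effect; nearly all actives have a fitted effect of over 60% in size; reporter is driven by a mutant NPC1 promoter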
#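 Readout is luciferase luminescence, reflecting NPC1 promoter activation in stably transfected Huh7 cells after 24 h compound exposure at 37 °C in reduced-serum medium with 10% FBS.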
# ELG1 genotox = inducers of genotoxicity in HEK293T ELG1-luciferase cells; Potency, µM (doses to about 46 µM), inactives show at the highest dose activity change, positive = activation, most hits filed as activators; AID 504466; 1.3% of 330,000 active; HEK293T ELG1-luciferase reporter, luminescence, 16 h; also: potency is read from the fitted curve at half-maximal effect; % of control where 0% means no effect; nearly all actives have a fitted effect of over 60% in size
#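 Screening used a luciferase reporter fused to human ELG1 in HEK293T cells. Luminescence was read on a CCD plate imager after 16 hr exposure and 30 min ONE-Glo incubation.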
# FLuc counter = inhibits or activates purified firefly luciferase, miR-21 counter-screen; 6.9% of 360,000 active; purified FLuc, Km substrates, luminescence inhibition; P08659; Potency, µM (highest dose often 57.5 µM), for the others: at the top dose activity change, negative = inhibition, actives largely listed as inhibitors;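 also: potency is read from the fitted curve at half-maximal effect; plate controls were vehicle for no effect and reference inhibitor for full effect; nearly all actives have a fitted effect of over 55% in size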
# Target sequence (P08659 whole entry, looked up): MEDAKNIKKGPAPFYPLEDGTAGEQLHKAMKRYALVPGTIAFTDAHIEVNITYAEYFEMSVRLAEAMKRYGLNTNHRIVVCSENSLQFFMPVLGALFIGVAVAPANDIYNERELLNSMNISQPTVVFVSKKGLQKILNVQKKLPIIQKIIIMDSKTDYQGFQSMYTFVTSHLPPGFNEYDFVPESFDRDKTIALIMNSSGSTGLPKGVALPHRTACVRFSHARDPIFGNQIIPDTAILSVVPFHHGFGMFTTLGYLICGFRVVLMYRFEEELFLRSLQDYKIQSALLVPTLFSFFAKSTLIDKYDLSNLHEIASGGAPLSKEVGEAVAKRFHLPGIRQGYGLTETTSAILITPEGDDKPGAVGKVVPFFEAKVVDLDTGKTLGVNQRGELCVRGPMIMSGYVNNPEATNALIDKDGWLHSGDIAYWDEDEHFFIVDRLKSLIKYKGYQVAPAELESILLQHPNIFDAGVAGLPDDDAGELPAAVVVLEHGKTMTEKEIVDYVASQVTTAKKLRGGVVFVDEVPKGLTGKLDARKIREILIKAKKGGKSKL
#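 Purified P. pyralis luciferase, 10 nM final, with Km-level 10 uM D-luciferin and 10 uM ATP in 50 mM Tris acetate pH 7.5, 10 mM Mg acetate, 0.01% Tween-20, 0.05% BSA; 6-point qHTS titration about 60 µM downward; luminescence read.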
# Rab9 prom act = activators of Rab9 promoter. 2.8% of 320,000 active. Huh7 Rab9 promoter-luciferase reporter, luminescence, 24 h. Potency, µM (titrated, usually from 9.22 µM), for inactives: at the highest dose activation, negative = inhibition, hits mostly activators; also: potency is read from the fitted curve at half-maximal effect; % of control where 0% means no effect; nearly all actives have a fitted effect of over 60% in size
#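 Luciferase signal after 10 min detection reagent at ambient indicates Rab9 promoter upregulation; stably transfected Huh7 cells were treated 24 h with compound in DMSO at 37 °C, 5% CO2.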
# KCNH2 3.1 inh = KCNH2 3.1 (human) potassium channel inhibition; activity change, % (tested at about 1.8 µM); AID 720553; U2OS KCNH2 3.1, thallium flux FluxOr; active compounds read low; 0.95% of 340,000 active;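 active = maximum activity change below -70%; inconclusive = maximum activity change from -70% to -50%; inactive = maximum activity change above -50%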;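 also: thallium influx rate constant from kinetic fluorescence after stimulation buffer; % is scaled to controls: 0 for no effect and ±100 for the full control effect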
#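 Channel expression came from 3.1 mutant virus (1.77 x 10^8 /mL) applied to suspended U2OS cells for 4 h. Flux was tracked with FluxOr dye plus Red40 quencher, and kinetic rate constants normalized to controls.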
# uPA generation = inhibitors of cell surface uPA generation; 0.31% of 330,000 active; Potency, µM (doses to about 38.3 µM), for inactives: at the top dose activity change, negative = inhibition, hits mostly inhibitors; cell surface uPA generation assay, qHTS; active = well fitted inhibition curve with a large enough effect; inconclusive = small, poorly fitted or top-dose-only effect; inactive = no such curve, though single readings can be large or run the other way; tested in mouse RAW 264.7 cells; also: potency is read from the fitted curve at half-maximal effect; % is scaled to controls: 0 for no effect and ±100 for the full control effect; nearly all actives have a fitted effect of over 55% in size
# RORg inh = blocks mouse ROR gamma transcriptional activity; P51450; Drosophila S2 Gal4-RORgamma UAS-luciferase reporter, 20 h; Potency, µM (titrated, usually from 53.6 µM), without a hit: top-dose activity change, negative = inhibition, usual class: inhibitors; 5.4% of 310,000 active; AID 2551; also: potency is read from the fitted curve at half-maximal effect; % is scaled to controls: 0 for no effect and ±100 for the full control effect; nearly all actives have a fitted effect of over 60% in size
#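 ROR gamma transcriptional activity was tracked as Gal4-UAS luciferase output in stably transfected Drosophila Schneider cells, with compound added 1 hr before 700 uM copper sulfate induction and a 20 hr ambient-temperature incubation.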
# Numbers without * were called inactive; ? = inconclusive; . = not tested or not shown; [ ] = remark or other dose. Unless noted, calls follow the shape of the dose curve; as a rule, active = well fitted curve in the direction sought with a large enough effect; inconclusive = small, poorly fitted or top-dose-only effect, or another doubt; inactive = no such curve, though single readings can be large; an effect the other way counts as inactive or inconclusive.
SMILES,Gal4-VP16 FLuc,FBPA coupling cs,Tb PFK block,Giardia killer,NPC1 promoter act,ELG1 genotox,FLuc counter,Rab9 prom act,KCNH2 3.1 inh,uPA generation,RORg inh
COc1ccccc1NC(=O)COC(=O)c1oc2ccccc2c1C,-5%,-1,0%,20,10%,4%,-8%,6%,6,2%,-4%
COc1ccccc1CNC(=O)c1nccnc1CO,-1%,0,-2%,4,-2%,1%,-2%,4%,12,5%,7%
Cc1cccc2sc(N(CCCN(C)C)C(=O)c3ccc4ncsc4c3)nc12,-14%,1,5%,-5,?,?,?,?,-8,-8%,-16%
CC(C)c1ccc(S(=O)(=O)N2CCN(CC(=O)Nc3ccc(Cl)cc3F)CC2)cc1,.,.,-5%,17,-6%,0%,6%,-8%,19,9%,.
COc1ccc(CNC(=O)[C@H](C)NC(=O)C2CCN(S(=O)(=O)c3ccc(C)cc3)CC2)cc1,2%,11,1%,-2,-3%,0%,1%,3%,-3,.,3%
Cc1cccc(NC(=O)COc2ccccc2)c1,-5%,-2,3%,-13,2%,?,3%[2.3 µM],13%,10,.,29%
CSc1ncccc1C(=O)N1CCCC(C(=O)c2cc(F)ccc2F)C1 (stereo unspecified),5%,1,-1%,6,-2%,-7%,-1%,-10%,16,-3%,6%
COc1cccc(NC(=O)COC(=O)/C=C/c2ccco2)c1,.,.,-4%,18,2%,8%,.,-3%,11,2%,.
COc1ccccc1C(=O)NC(=O)CSc1nnnn1C,.,.,-4%,26,.,1%,.,.,16,11%,.
C/C(=N/NC(=O)c1cccs1)c1cccs1,-2%,-1,0%,-10,?,?,11µM*,2.5µM*,0,-7%,?
c1ccc(COc2ccccc2CNC23CC4CC(CC(C4)C2)C3)cc1,?,5,4%,-14,-2%,-11%,-1%,-6%,.,-12%,?
COc1ccc(N2CCN(C(=O)CN3C(=O)NC4(CCCCCC4)C3=O)CC2)cc1,.,.,1%,-28,-6%,0%,-4%,0%,6,-1%,.
Cc1cccc(-c2ncc(CN3CCN(C4CCCC4)C(CCO)C3)cn2)c1 (stereo unspecified),-9%,-7,-15%,-23,-1%,0%,-3%,0%,-13,-4%,34%
Cc1ccccc1NC1=C/C(=N\S(=O)(=O)c2cccs2)c2ccccc2C1=O,5.6µM*,-46*,-7%,-23,-35%[inhibitor],-33%[inhibitor],-13%,-44%[inhibitor],-12,-12%,4µM*
O=C(NCCC(=O)N1CCN(c2ccccc2F)CC1)c1ccco1,.,.,-1%,2,8%,1%,-9%,15%,9,-27%,.
CCOC(=O)COc1cccc2c(=O)n(CC(=O)N3CCN(C(=O)OCC)CC3)ccc12,1%,-3,-9%,-2,-4%,2%,0%,-2%,8,14%,42%
Cc1c(Cc2ccc3c(c2)OCO3)sc(NC(=O)C2CC2)c1C(N)=O,?,-1,-12%,15,-3%,-7%,?,2%,-4,-10%,11%
Cc1ccc(CSCCNC(=O)CN(c2cc(C)ccc2C)S(C)(=O)=O)cc1,5%,-3,-3%,-10,-1%,-5%,6%,-10%,17,2%,37%
S=C(NCc1ccccc1)NCc1ccccn1,-2%,0,2%,-2,-4%,-1%,4%,-7%,-2,-4%,?
C/C(=N\NC(=O)CC1(C)OCCO1)c1cccs1,-7%,3,2%,-11,-5%,2%,0%,-1%,16,12%,-9%
CC(C)C(c1nnnn1Cc1ccccc1)N(CCCO)Cc1cc2cc3c(cc2[nH]c1=O)OCO3 (stereo unspecified),6%,-2,-5%,13,-5%,-2%,2%,4%,-5,15%,0%
Cc1cccnc1Nc1nc(-c2ccc(O)cc2O)cs1,?,-1,8%,-6,?,?,15µM*,3.2µM*,7,4%,6.3µM*
c1ccc(-c2csc(N3CCc4ccccc4C3)n2)cc1,-7%,1,0%,-17,?,?,12µM*,?,-19,0%,-38%
CN(CC(=O)Nc1ccccc1Cl)C1CCS(=O)(=O)C1 (stereo unspecified),.,.,0%,-19,-10%,2%,-2%,-9%,-2,0%,.
CCC(CC)C(=O)N1CC(=O)Nc2ccc(F)cc2C1c1ccccc1 (stereo unspecified),-1%,0,0%,13,-6%,-1%,2%,4%,-18,-7%,11%
O=C(OCC(=O)N1CCc2ccccc21)c1c2c(nc3ccccc13)CCCC2,3%,3,0%,9,8%,-19%,6.7µM*,21%,0,-7%,-24%
Cc1cc(C(=O)OCC(=O)NC(C)C)c(C)o1,2%,1,2%,14,-4%,4%,-2%,-2%,-2,4%,-26%
Cc1ccc2oc(C(=O)NCc3ccccc3)cc(=O)c2c1,-1%,1,3%,-7,-8%,-1%,-3%,-10%,-7,2%,21%
CCCC(=O)Nc1ccccc1NC(=O)c1cc(OC)c(OC)c(OC)c1,-10%,0,0%,-22,1%,1%,0%,5%,1,2%,1%
N#C/C(=C(/O)Cc1cccc2ccccc12)c1nc2ccccc2s1,3%,6,1%,-7,-1%,-32%[inhibitor],1%,-2%,25,3%,1%
O=c1c2ccccc2c(/C=N/c2nnc(Cc3ccccc3)s2)c(O)n1-c1ccc(Cl)cn1,12%,-3,9%,9,-4%,-1%,1.9µM*,2%,-26,-1%,?
CC1=NNC(=O)C1C(c1cccc(O)c1)C(C#N)C#N (stereo unspecified),4%,4,-11%,4,0%,0%,0%,-2%,7,0%,-3%
Cn1c(=O)c2c(ncn2CC(COCc2ccc(Cl)cc2)OCc2ccc(Cl)cc2)n(C)c1=O (stereo unspecified),?,3,?,-1,-4%,-23%,7%,1%,-9,-5%,-42%
COc1cccc(-c2sc3ccccc3c2-c2ccc(OCCN3CCCC3)cc2)c1,.,.,3%,13,.,-9%,.,.,-9,-11%,.
COc1ccc(SC[C@H](C)CN2CC[C@H](NC(=O)OCc3ccccc3)CCC2=O)cc1,.,.,-1%,0,.,-6%,.,.,12,-23%,.
O=C(O)COc1ccccc1/C=N/NC(=O)C(O)c1ccccc1 (stereo unspecified),-7%,1,1%,2,8%,-3%,1%,2%,9,-1%,-2%
O=C1c2oc3ccc(Br)cc3c(=O)c2C(c2cccnc2)N1Cc1ccco1 (stereo unspecified),-3%,1,3%,.,5%,-2%,-2%,-11%,.,.,-12%
CC(NC(=O)Nc1ccc(Cl)cc1)c1ccc2c(c1)OCO2 (stereo unspecified),4%,1,-6%,-23,-4%,-5%,-1%,4%,34,0%,28%
COc1ccc(C(=O)N2CCCC(O)C2)cc1OC1CCN(C(C)C)CC1 (stereo unspecified),-1%,.,1%,-9,-1%,-1%,4%,0%,-3,-5%,-3%
O=C(/C=C/c1ccccc1)NC(=S)Nc1ccccc1C(=O)NC1CCCCC1,?,-1,5%,-11,3%,8%,1%,0%,3,-6%,11µM*
Cc1oc(C(C)(C)C)cc1C(=O)NC(Cc1ccccc1)C(=O)O (stereo unspecified),9%,11,2%,2,0%,3%,-18%,-4%,4,-11%,18%
COc1ccc(Br)cc1CN(C)C(=O)C1=CC=CN2CCS(=O)(=O)N=C12,.,.,10%,15,.,2%,.,.,-12,-15%,.
C=CCn1c(-c2cccc(S(=O)(=O)N3CCOCC3)c2)n[nH]c1=S,.,.,2%,3,-2%,2%,4%,-4%,12,4%,.
O=S(=O)(c1ccccc1)c1cnn(-c2ccccc2)c1-c1ccc(Cl)cc1,-15%,-1,1%,-4,2%,-9%,2%,-1%,-1,2%,-1%
CCn1nc(C)cc1C(=O)NC1CC(C)(C)Cc2c1cnn2-c1cccc(F)c1 (stereo unspecified),-2%,0,1%,-14,-6%,-5%,5%,0%,.,2%,?
COc1ccc2cc3cc(C(=O)NCC4COc5ccccc5O4)oc3nc2c1 (stereo unspecified),-3%,0,-2%,15,2%,-14%,2%,-42%[inhibitor],-13,-6%,45%
Fc1ccc(CNc2ncnc3c2cnn3-c2ccccc2)cc1,-14%,0,.,2,.,.,?,.,-3,-2%,-21%
O=C(c1cc(-c2ccc(Cl)cc2Cl)on1)N1CCCCCC1,?,1,5%,23,0.71µM*,4.6µM*,1.2µM*,0.71µM*,13,2%,8.9µM*
Cc1ccc(NC(=O)Cc2nnc(SCC(=O)Nc3ccc(N4CCOCC4)cc3)n2C)cc1,12%,1,0%,-6,2%,5%,12µM*,0%,28,0%,-23%
CCOc1ccc(-n2cc(C(=O)Nc3cccc(OC)c3)c3cc(OC)c(OC)cc3c2=O)cc1,-10%,-2,0%,-12,-1%,-7%,-1%,-2%,5,-3%,5%
COCC(C)n1c(SCC(=O)Nc2c(C)n(C)n(-c3ccccc3)c2=O)nc2ccccc2c1=O (stereo unspecified),.,.,3%,0,.,1%,.,.,6,14%,.

# From PubChem BioAssay
